HTR2A ag: mouse Htr2a agonists via beta-arrestin recruitment, primary screen, cell-based, luminescence; 5-hydroxytryptamine receptor 2A (Mus musculus), P35363; AID 624169, 2012; CHO-K1 mHTR2A beta-arrestin complementation; percent of 30 µM serotonin response; activation, % at 7.6 µM; 360,000 compounds, 0.66% hits;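 active = activation above a run cutoff, the mean activation of all tested compounds plus 3 SD, cut at about 14% in these data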;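 also: 0% = plate median of compound wells and 100% = 30 µM serotonin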
Target sequence (P35363 whole entry, looked up): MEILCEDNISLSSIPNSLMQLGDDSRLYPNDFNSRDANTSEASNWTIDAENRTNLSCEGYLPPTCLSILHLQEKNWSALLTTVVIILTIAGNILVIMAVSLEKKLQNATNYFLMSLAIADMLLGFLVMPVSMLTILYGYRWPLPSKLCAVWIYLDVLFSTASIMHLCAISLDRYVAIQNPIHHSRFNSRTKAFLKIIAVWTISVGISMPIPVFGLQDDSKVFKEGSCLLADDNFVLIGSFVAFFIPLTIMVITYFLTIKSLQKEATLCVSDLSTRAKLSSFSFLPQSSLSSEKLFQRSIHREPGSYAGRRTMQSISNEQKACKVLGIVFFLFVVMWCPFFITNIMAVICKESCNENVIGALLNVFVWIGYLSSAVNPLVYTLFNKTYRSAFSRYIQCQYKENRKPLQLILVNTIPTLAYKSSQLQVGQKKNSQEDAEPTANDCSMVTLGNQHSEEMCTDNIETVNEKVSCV
ABCB6 inh MLPCN: ABCB6 transporter inhibitors, primary screen, K562-ABCB6 cells, flow cytometry, MLPCN library; 360,000 compounds, 0.19% hits; K562-ABCB6 porphyrin accumulation, 1 h; active compounds read low; AID 602162, 2011; fluorescence ratio to DMSO, % at 10 µM; ATP-binding cassette sub-family B member 6 (Homo sapiens), Q9NP58;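 active = fluorescence ratio to DMSO below 75%, the collection mean minus 3 SD; inconclusive = too few cells collected in the well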;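 also: signal is porphyrin accumulated inside mitochondria; 100% equals median channel fluorescence of DMSO control wells; lower ratio means ABCB6 inhibition with less porphyrin fluorescence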
Exocytosis inh: LAMP-1 surface exposure blockers, TALL-104 cells – cell-based, flow cytometry, MLPCN library, primary screen; TALL-104 LAMP-1 surface exposure; cells stimulated with thapsigargin and PMA; inhibition, % at 10 µM; 360,000 compounds, 0.66% hits; AID 651702, 2012;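 active = inhibition above about 55%, limit read from the data; inconclusive = no clear call, values can overlap the other calls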
MC4R ag barr: MC4R agonists recruiting beta-arrestin, primary screen, cell-based, luminescence, agonist arm of biased-ligand search; U2OS MC4R beta-arrestin complementation; percent of melanotan II response, DMSO zero; activation, % at 8.9 µM; 360,000 compounds, 0.98% hits; AID 540308, 2011;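 active = activation above a per-plate cutoff, the mean activation of sample wells on that plate plus 3 SD, cut at about 8% in these data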
Cardio protect: cardioprotection against H2O2-induced cell death, primary screen, uHTS, H9c2 cells, ATPLite luminescence | H9c2 cardiomyocytes, H2O2 injury protection, 2 h | protection from H2O2 cell death, % at 20 µM | 360,000 compounds, 0.63% hits;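 active = compounds giving at least 50% protection of heart cells from peroxide-induced death in the single-dose screen, raw or plate-pattern-corrected value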;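 also: 0% = DMSO wells with peroxide and 100% = DMSO wells without peroxide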
CaV13 ICDI inh: Primary screen for inhibitors of IQ motif and Ca2+-dependent inactivation inhibitor domain binding in CACNA1D, Förster resonance energy transfer in living cells, …; HEK cells, CFP/YFP FRET ICDI-IQ, plate reader, 10 min; percent FRET-ratio fall versus neutral wells; inhibition, % at 12.3 µM; 340,000 compounds, 0.098% hits; AID 743397;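 active = mean replicate inhibition of at least 30% and at least 1% of replicates passing that level; inconclusive = only one of the two criteria is met; inactive = neither criterion is met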;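 also: 0% = median of the neutral control wells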
ABHD5 PLIN5 PPI: ABHD5-PLIN5 interaction inhibitors, primary screen, cell lysate, split luciferase complementation, luminescence; Split G. princeps luciferase complementation, 4 h; inhibition, % at 4 µM; Perilipin-5 (Homo sapiens) + 1-acylglycerol-3-phosphate O-acyltransferase ABHD5 (Homo …; 360,000 compounds, 0.78% hits;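 active = inhibition above the mean inhibition across every tested compound plus 3 SD, cut at about 22% in these data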;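 also: 0% = DMSO only wells and the 100% control is not disclosed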
Glyco luc inh: increase of ERlucT glycosylation luciferase signal, primary screen, N-linked glycosylation inhibitor project, D54 ERlucT cells, luminescence, set 2. D54 ERlucT glycosylation luciferase reporter, 24 h; percent of 100 nM tunicamycin response. reporter increase, % at 12.5 µM. 360,000 compounds, 0.23% hits. AID 588692, 2011;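 active = mean luciferase reporter signal, scaled so untreated is 0 and the glycosylation-blocking control 100, at or above a set limit in every replicate; inconclusive = mean reaches the limit but not every replicate does; inactive = mean below the limit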;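 also: luciferase carries N-glycosylation sites so blocking glycosylation raises the light; 0% = median of neutral control wells and 100% = median of 100 nM tunicamycin wells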
MC4R antag cAMP: MC4R antagonists of cAMP signaling, primary screen, cell-based, TR-FRET, antagonist arm of biased-ligand search. Melanocortin receptor 4 (Homo sapiens), P32245. MC4R-expressing cells, MTII-stimulated cAMP, LANCE TR-FRET. inhibition, % at 6.5 µM. 360,000 compounds, 0.48% hits. AID 540295, 2011;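 active = inhibition above its plate's cutoff, the mean of tested wells on that plate plus 3 SD, cut at about 29% in these data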;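 also: 0% = Melanotan II alone and 100% = Melanotan II plus saturating MCL0020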
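system = U2OS cells with stable human MC4R expression | also added = Melanotan II challenge after compound preincubation | dosing = one concentration, 6.5 µM nominal | incubation = compound 30 min, challenge 1 h, detection 1 h | measured by = TR-FRET with Eu-cAMP and labeled anti-cAMP, 671 nm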
PDI inh: inhibitors of human PDI, primary screen, biochemical, turbidity, single point, plate reader. AID 588391, 2011. 350,000 compounds, 0.052% hits. inhibition, % at 10 µM. PDI insulin aggregation turbidity, A650, 90 min. Protein disulfide-isomerase (Homo sapiens), P07237;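 active = mean inhibition across replicates of 30% or more, whatever share of single replicates reach that level; inconclusive = mean inhibition below 30% while every single replicate reaches 30%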;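 also: absorbance from insulin aggregation driven by PDI reduction with DTT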
Target sequence (P07237 whole entry, looked up): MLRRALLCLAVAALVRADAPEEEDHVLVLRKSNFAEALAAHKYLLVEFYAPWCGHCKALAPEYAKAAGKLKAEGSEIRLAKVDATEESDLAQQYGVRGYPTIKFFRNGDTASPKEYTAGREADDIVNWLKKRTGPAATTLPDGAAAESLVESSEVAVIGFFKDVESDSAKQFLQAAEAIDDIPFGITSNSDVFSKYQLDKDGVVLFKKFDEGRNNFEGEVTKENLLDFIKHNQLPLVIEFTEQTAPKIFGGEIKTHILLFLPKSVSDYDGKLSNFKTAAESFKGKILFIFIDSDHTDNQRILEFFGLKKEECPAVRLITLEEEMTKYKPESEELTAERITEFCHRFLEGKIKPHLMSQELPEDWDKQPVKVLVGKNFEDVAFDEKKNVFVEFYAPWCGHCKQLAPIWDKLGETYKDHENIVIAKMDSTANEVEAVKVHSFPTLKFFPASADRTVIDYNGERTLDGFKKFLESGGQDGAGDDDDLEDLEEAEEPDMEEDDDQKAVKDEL
The depositor's hits bear a star; ? = inconclusive; nt = not tested or not shown. Hits appear at their usual frequency. Share with any hit: about 4.2%.

SMILES | HTR2A ag | ABCB6 inh MLPCN | Exocytosis inh | MC4R ag barr | Cardio protect | CaV13 ICDI inh | ABHD5 PLIN5 PPI | Glyco luc inh | MC4R antag cAMP | PDI inh
c1ccc(-c2cnnc(SCc3cn4cccnc4n3)n2)cc1 | 5 | 112 | 1 | -0.4 | 2 | -5 | 2 | -3 | 0 | 1
O=C(c1cccc(Cl)c1)N1CCCC(C(=O)N2CCCCCC2)C1 (centres undefined) | -1 | 90 | 2 | 0.2 | -5 | -5 | -1 | 3 | 4 | 4
Nn1c(Cc2ccccc2)nc2sc3c(c2c1=O)CCC3 | 5 | 101 | -5 | 0.4 | -9 | -3 | 0 | -9 | 5 | 8
Cc1ccc(NC(=O)CN(C)CC(=O)NC2CCCc3ccccc32)cc1 (centres undefined) | 5 | 100 | 5 | -0.9 | 2 | -7 | 6 | -1 | 10 | 1
COC(=O)CCCCCNC(=S)Nc1ccc2[nH]c(=O)[nH]c2c1 | 7 | 99 | 7 | -0.9 | 4 | -2 | -2 | 1 | 11 | 3
Cc1cc(C)c(NC(=O)CNC(=O)CNC(=O)C2CCCCC2)c(C)c1 | -4 | 91 | 9 | -1.6 | -4 | -2 | 4 | 1 | 1 | 0
O=C(O)c1cccc2c1C(=O)c1ccc(N3CCCC3)cc1S2(=O)=O | -2 | 97 | 18 | -0.6 | 10 | -9 | 2 | 3 | 0 | -11
CN(C)Cc1ccccc1Cc1ccccc1 | -2 | 97 | -3 | -0.2 | 2 | -8 | -2 | 1 | 5 | 1
CCSC1(SCC)N=C(N)C2(C#N)C(c3ccc(OC)c(OC)c3OC)C12C#N (centres undefined) | -1 | 108 | 3 | -2.6 | -15 | nt | 25* | ? | 2 | 18
Clc1ccc(CN2C3=NCCCN3c3ccccc32)cc1Cl | -1 | 101 | -2 | 0.3 | -6 | -7 | 7 | 3 | 6 | 0
O=C(NCCCN1CCOCC1)c1ccc(S(=O)(=O)Nc2cccc(C(F)(F)F)c2)cc1 | 3 | 105 | 1 | -1.8 | 0 | -6 | 1 | 0 | 11 | -4
CC(=O)c1c(C)nc(-c2ccccc2)nc1NC(=O)Cc1ccccc1 | 1 | 102 | 6 | 2.3 | 5 | 2 | 2 | 0 | -5 | -4
O=C(C1CCCN(S(=O)(=O)c2ccc(F)cc2)C1)N1CCCCCC1 (centres undefined) | -4 | 95 | 0 | -0.8 | -3 | -2 | 2 | -3 | 3 | 1
COc1ccc(CC(=O)Nc2cc(=O)n(C)c(=O)n2C)cc1 | -3 | 95 | -1 | 0.2 | 15 | -5 | 0 | 2 | 1 | -1
Cc1nc2ccccc2nc1OCC(=O)N1CCN(c2ccccc2)CC1 | -3 | 92 | 1 | -1.6 | 2 | nt | 5 | 1 | -1 | -8

As entered above.
Under HTR2A ag, `O=C(C1CCCN(S(=O)(=O)c2ccc(F)cc2)C1)N1CCCCCC1` (centres undefined) has -4
Under ABHD5 PLIN5 PPI, `O=C(c1cccc(Cl)c1)N1CCCC(C(=O)N2CCCCCC2)C1` (centres undefined) has -1

The list goes on.
SMILES | HTR2A ag | ABCB6 inh MLPCN | Exocytosis inh | MC4R ag barr | Cardio protect | CaV13 ICDI inh | ABHD5 PLIN5 PPI | Glyco luc inh | MC4R antag cAMP | PDI inh
CCOC(=O)c1sc2nc3c(cc2c1N)COC(C)(CC)C3 (centres undefined) | 2 | 98 | -2 | 1.4 | -3 | -5 | -1 | -13 | 22 | -3
CCC(=O)N(CC)c1nc(-c2cc(OC)ccc2OC)cs1 | 0 | 95 | -3 | 1.1 | 2 | -9 | 0 | -1 | 4 | 14
CCN(CC)CCCN(C(=O)Cn1nnc(-c2ccc(OC)c(OC)c2)n1)C(C(=O)NC(C)(C)C)c1ccc(F)cc1 (centres undefined) | -1 | 104 | 0 | -0.3 | 1 | -4 | 2 | -2 | -1 | 12
Cc1ccc(S(=O)(=O)n2ccc(-c3ccc(OCc4c(F)cccc4Cl)cc3)n2)cc1 | -2 | 89 | -2 | -0.3 | -5 | -5 | -6 | -2 | 2 | -2
CC1Cc2nc(SCC(=O)NCC3CCCO3)n(Cc3ccccc3)c(=O)c2S1 (centres undefined) | 0 | 96 | 0 | -0.6 | 6 | -8 | 3 | 3 | 17 | 1
CC(C)C(NC(=O)CN1C(=O)c2cccc3cccc1c23)C(C)C | 4 | 112 | 2 | -0.2 | 5 | -6 | 8 | 0 | 3 | -8
COc1ccc(N(CC(=O)N2CCN(Cc3ccc4c(c3)OCO4)CC2)S(C)(=O)=O)cc1OC | -1 | 102 | -6 | -2.4 | 1 | nt | 4 | 0 | 9 | 3
O=C(O)C(=O)/C(=C\c1ccc(Cl)cc1)c1ccc2ccccc2n1 | 1 | 106 | 4 | 1.1 | -8 | -5 | 4 | -7 | 4 | -1
COc1ccc(-c2noc(-c3ccccc3C(=O)NCc3ccco3)n2)cc1 | -1 | 88 | -3 | -1.2 | -3 | -1 | -4 | -1 | 16 | 8
CCOc1ccccc1NC(=O)CN1C(=O)C(=O)N(Cc2ccco2)C1=O | 9 | 100 | -3 | -3.6 | 3 | -6 | 2 | 3 | 5 | 0
COc1cc(OC)c(C(=O)CCC(=O)O)cc1OC | -1 | 91 | 2 | -2.1 | -1 | -11 | 1 | 3 | 5 | 4
O=C(N/N=C/c1cccc2ccccc12)c1cccnc1 | -2 | 101 | 2 | -1.2 | 27 | -17 | -1 | 1 | -16 | 20
COc1ccccc1N1CCN(C(=O)c2ccc(NC(C)=O)cc2)CC1 | 1 | 97 | 1 | -0.7 | 8 | -6 | 4 | 2 | 0 | 2
CC(C)(C)C(=O)NC(=S)Nc1sc2c(c1C(N)=O)CCC2 | 2 | 96 | 1 | 0.1 | -12 | -3 | -9 | 1 | 22 | -1
COc1cc(/C=C2/C(=O)NN(c3ccccc3)C2=O)cc(Br)c1O | 4 | 101 | -7 | -0.3 | 5 | -20 | 2 | 2 | 15 | -11
CCCCn1nnnc1C(c1ccccc1)N1CCN(c2ccccn2)CC1 (centres undefined) | -1 | 99 | -4 | nt | nt | -5 | -2 | nt | nt | nt
CN(C)S(=O)(=O)c1cccc(NC(=O)COC(=O)c2cccn2C)c1 | 1 | 102 | 5 | -0.1 | -3 | -4 | -1 | 0 | 3 | -2
CCCNc1nc(Cl)nc(NC(C)(C)C)n1 | 4 | 97 | 1 | -1.2 | 2 | 2 | -6 | -2 | 17 | 1
Cc1nnc(SCC(=O)NCc2ccccc2)n1-c1ccccc1 | 1 | 94 | 0 | 0.4 | 15 | -4 | 2 | -2 | 4 | 9
S=c1[nH]nc(-c2ccccc2)n1/N=C/c1ccc(Cl)cc1 | 5 | 100 | -8 | 0.0 | -3 | -2 | -5 | 1 | 7 | -9
CCCC(=O)Nc1ccc(C(=O)N/N=C2\CC(=O)CC(C)(C)C2)cc1 | -1 | 99 | -2 | 0.1 | -3 | -8 | -2 | -1 | 0 | 1
Cc1cc(C)c(NC(=O)c2cn3c4c(c(N5CCN(C)CC5)c(F)cc4c2=O)OCC3C)c(C)c1 (centres undefined) | -1 | 91 | 3 | -2.5 | 17 | -4 | 11 | 1 | 6 | 5
Cc1ccc(S(=O)(=O)CC(CN2CCOCC2)N2CCOCC2)cc1 (centres undefined) | 2 | 102 | -3 | -1.3 | 4 | -1 | -1 | 2 | 23 | -4
CCc1ccc(C(=O)COC(=O)CNC(=O)COc2ccccc2)cc1 | 0 | 100 | 2 | -0.5 | -3 | 5 | -6 | 2 | 1 | 8
COc1cccc(C(c2nnnn2CC2CCCO2)N2CCN(C(=O)c3ccco3)CC2)c1OC (centres undefined) | -2 | 98 | 0 | -2.3 | -4 | -4 | 0 | 2 | 9 | 7
Cc1ccc(C(=O)NCCC(=O)NCc2ccco2)cc1 | 8 | 101 | 18 | -2.9 | 11 | -6 | -5 | 0 | 4 | 9
CCOc1ccc(/C=C2\SC(=S)N(CCC(=O)N(CCO)c3ccccc3)C2=O)cc1 | 2 | 102 | -10 | -0.5 | -8 | -5 | 12 | -5 | 6 | 2
CCCOc1ccccc1/C=C(\C#N)C(=O)Nc1cccc(C)n1 | 7 | 113 | 2 | -0.7 | 0 | -3 | 6 | 1 | -3 | 3
CCCCn1nc2cc(C(=O)NCc3ccco3)ccc2c1OCC | 3 | 90 | -2 | -0.4 | -2 | -6 | -4 | -1 | -2 | -8
CS(=O)(=O)n1nc(-c2ccccc2)nc1NCc1ccco1 | -3 | 99 | 1 | -2.1 | 2 | -6 | 5 | -1 | -4 | -4
Cc1cc(Nc2ccccc2Cl)n2nnnc2n1 | 1 | 108 | -2 | -1.2 | -6 | nt | 5 | 2 | 11 | -5
COc1cccc(-c2c(C(=O)N/N=C/C3CC=CCC3)nnn2-c2nonc2N)c1 (centres undefined) | -9 | 100 | -1 | 1.9 | 0 | -14 | 5 | -1 | 0 | -5
COc1cccc(NC(=S)N(CCc2c(C)[nH]c3ccccc23)Cc2cccs2)c1 | 11 | 97 | 2 | 0.9 | -16 | -6 | -1 | -5 | 6 | 12
COc1ccc2cnn(Cc3ccccc3)c(=O)c2c1OC | 3 | 100 | -1 | -1.5 | 8 | -5 | -2 | 0 | 6 | 2
CC1CC(C)CN(C(C)C(=O)Nc2cc(S(=O)(=O)N3CCCCC3)ccc2Cl)C1 (centres undefined) | 1 | 98 | 0 | -1.4 | -9 | -17 | 6 | -6 | 5 | 3
Cc1ccc(C)c(N2CCN(C(=O)c3cc(S(=O)(=O)N4CCCC4)cn3C)CC2)c1 | -4 | 102 | -4 | 0.0 | -6 | -10 | 3 | 2 | 14 | nt
CCOC(=O)N1CCN(C(=O)c2ccc(C#CC3(O)CCCCC3)cc2)CC1 | 4 | 97 | -2 | -1.4 | 13 | nt | -3 | 0 | 7 | 3
